Assay outcomes as filed in PubChem.
Phagocyt inh – macrophage phagocytosis inhibition | 0.07% of 110,000 active | AID 1029 | J774A.1 macrophage IgG-bead phagocytosis, imaging | inhibition, % at 5 µM;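 active = inhibition above the mean of the plate negative controls plus 5 SD, cut at about 13% in these data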;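 also: phagocytic index as fraction of beads internalized from green versus red external bead signal; plate controls were DMSO negative control for no effect and cytochalasin-D positive control for full effect; some results beyond the cut were filed as inactive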
NPY-Y2 antag – blocks the human neuropeptide Y Y2 receptor | NPY-Y2 expressing cells, antagonist mode | inhibition, % at 2.7 µM | 0.99% of 140,000 active | AID 793; in the data active = inhibition above about 17%;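 also: 0% = vehicle with agonist challenge and 100% = reference antagonist with challenge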
Target sequence (P49146 whole entry, looked up): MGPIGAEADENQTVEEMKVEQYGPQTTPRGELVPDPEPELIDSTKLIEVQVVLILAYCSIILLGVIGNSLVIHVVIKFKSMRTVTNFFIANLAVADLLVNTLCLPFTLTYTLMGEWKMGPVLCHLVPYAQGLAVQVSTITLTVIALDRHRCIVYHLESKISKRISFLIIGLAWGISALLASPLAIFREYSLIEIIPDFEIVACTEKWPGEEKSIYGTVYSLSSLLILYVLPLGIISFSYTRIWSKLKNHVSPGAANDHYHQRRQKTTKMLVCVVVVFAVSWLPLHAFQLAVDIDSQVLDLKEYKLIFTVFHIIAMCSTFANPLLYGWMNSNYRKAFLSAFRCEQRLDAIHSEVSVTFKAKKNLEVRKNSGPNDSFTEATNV
HCT116 bCat-KO – beta-catenin-lacking colon tumor cell growth suppression. 1.5% of 140,000 active. HCT116 beta-catenin knockout viability, CellTiter-Glo, 60 h; active compounds read low. viability, % at 10 µM;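 active = viability at or under a set limit, the compound median less 4 SD, cut at about 6% in these data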;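 also: 0% = Hyamine 1622 control at 20 µM and 100% = untreated cell control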
E-sel TNF inh – TNF alpha driven E-selectin expression inhibition | HUVEC TNFa-induced E-selectin immunofluorescence, high content | inhibition, % at 2 µM | 0.71% of 120,000 active | AID 1246;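 active = inhibition above the batch mean plus 3 SD, and confirmed as a hit on visual image review, cut at about 43% in these data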;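 also: 0% = TNF-stimulated DMSO wells and 100% = unstimulated control wells; not every result past the cut was called active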
GALR2 antag – blocks the human galanin receptor 2; GALR2-expressing cells, antagonist mode; inhibition, % at 4 µM; AID 828; 0.39% of 140,000 active; in the data active = inhibition above about 27%;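 also: cells stimulated with galanin 1-16 at roughly its EC80; 0% = agonist challenge control and 100% = basal control without agonist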
Target sequence (O43603 whole entry, looked up): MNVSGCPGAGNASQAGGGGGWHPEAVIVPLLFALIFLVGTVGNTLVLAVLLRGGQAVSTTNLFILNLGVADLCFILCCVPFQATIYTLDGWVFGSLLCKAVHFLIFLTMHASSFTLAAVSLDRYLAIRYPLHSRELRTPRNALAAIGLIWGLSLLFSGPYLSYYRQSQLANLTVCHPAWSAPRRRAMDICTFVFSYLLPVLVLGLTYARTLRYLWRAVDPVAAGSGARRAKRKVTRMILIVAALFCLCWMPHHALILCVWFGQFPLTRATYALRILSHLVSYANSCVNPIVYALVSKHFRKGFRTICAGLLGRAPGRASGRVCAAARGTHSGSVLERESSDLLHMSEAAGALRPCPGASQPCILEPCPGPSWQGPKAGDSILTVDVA
MRP-1 activ – activators of MRP-1 | AID 799 | viability increase, % at 10 µM | 0.61% of 140,000 active | H69AR cells + doxorubicin, viability rescue, CellTiter-Glo;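 active = viability gain under doxorubicin at or above a set limit, the compound median plus 3 SD, cut at about 4.7% in these data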;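 also: MRP-1 overexpressing cells given doxorubicin 25 µM after compound pretreatment; 18-22 h compound pretreatment then 72 h with doxorubicin before readout; 0% = doxorubicin-only wells and 100% = vehicle-treated cells without doxorubicin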
Yeast lifespan up – extends the lifespan of yeast; 0.68% of 130,000 active; S. cerevisiae growth with nicotinamide, OD615; deaD strain in restrictive glucose medium; AID 775; inhibition of the nicotinamide effect, % at 10 µM;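 active = inhibition above a set limit, placed 3 SD over the median of all compounds, cut at about 26% in these data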;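 also: 0% = nicotinamide-treated wells and 100% = cells grown without nicotinamide; some compounds called inactive have numbers as strong as hits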
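Assay system: engineered S. cerevisiae DeaD replicative-lifespan strain, galactose-grown log-phase cells; Buffer or medium: CSMM-D glucose medium, restrictive; Probe or stimulus: nicotinamide 1.5 mM; Compound: single dose 10 µM compound, 0.25% DMSO; Schedule: 4 h preincubation then 48 h treatment at 30 °C; Technique: OD615 measurement.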
BB579 growth dn – reduces growth of yeast BB579 in restrictive medium | 0.51% of 140,000 active | inhibition, % at 10 µM | S. cerevisiae BB579 growth, OD615, 48 h;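 active = inhibition above a set limit, 3 SD over the mean compound inhibition, cut at about 44% in these data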; also: inactives centre near -24
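test system = yeast BB579 (DeaD) | buffer or medium = restrictive CSMM-D medium | doses = single compound dose of 10 µM, 0.25% DMSO final | times = 4 h preincubation and 48 h exposure at 30 °C | technique = culture absorbance at 615 nm | benchmarks = amphotericin B 10 µg/mL, positive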
Measles CPE – protection of cells from measles virus. Measles virus-infected cells, CPE protection, absorbance. protection (pct of control), % at 4 µM. 1.5% of 140,000 active; in the data active = protection mostly above about 24%, no sharp cut-off; inactive = mostly below about 26%; also: some compounds called inactive have numbers as strong as hits
HCT116 PTEN-null – suppresses growth of cells with PTEN deletion; HCT116 PTEN-null viability, CellTiter-Glo, 60 h; active compounds read low; AID 827; viability, % at 10 µM; 1.2% of 140,000 active;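 active = viability at or below a set limit, 4 SD under the median of all tested compounds, cut at about 3.7% in these data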;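 also: PTEN knockout HCT116 line with beta catenin targeted HCT116 as companion control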
The depositor's hits bear a star; . = no result given; & = joins results of further samples.

SMILES | Phagocyt inh | NPY-Y2 antag | HCT116 bCat-KO | E-sel TNF inh | GALR2 antag | MRP-1 activ | Yeast lifespan up | BB579 growth dn | Measles CPE | HCT116 PTEN-null
CCOC(=O)C1CCCN(c2c(N3CCN(C)CC3)c(=O)c2=O)C1 (centres undefined) | . | -1 | 91 | 30 | 5 | -1.0 | -2 | 5 | 6 | 96
Cc1ccc(NC(=O)/C(=C\C=C\c2ccccc2)NC(=O)c2ccccc2)cc1 | 0 | 3 | 81 | . | 0 | -0.3 | 1 | -43 | 15 | 81
Nc1nc2ccccc2n1C(=O)CCc1ccccc1 | -3 | -1 | 71 | 0 | 6 | -0.4 | 1 | -76 | 4 | 68
Cc1c(C(=O)N2CCOCC2)oc2ccc(S(=O)(=O)N3CCCCCC3)cc12 | -1 | 3 | 84 | . | -13 | 0.1 | -11 | -32 | 11 | 88
CCCC(=O)c1ccc(N2CCCCCC2)c(F)c1 | -1 | 2 | 92 | 0 | -6 | 0.6 | -5 | -12 | 1 | 89
COc1ccccc1N(CC(=O)N/N=C(\C)c1cccc(Br)c1)S(C)(=O)=O | -6 | 6 | 92 | -15 | 3 | 0.2 | 0 | -59 | 12 | 90
COc1cccc(C(=O)N2CCSC2=S)c1 | 0 | -2 | 94 | -3 | -5 | -0.6 | 16 | -32 | 11 | 85&90
CC(CCc1ccccc1)NC(=O)CSc1nccc(=O)[nH]1 (centres undefined) | 0 | 1 | 107 | -14 | 3 | 0.7 | 4 | 4 | 9 | 108
CN(C)CCOC(=O)c1cccc(Br)c1 | -1 | 1 | 90 | -2 | 5 | 1.2 | -4 | -20 | 1 | 100
COc1cccc(C2C(C(N)=O)=C(C)Nc3nc(-c4ccccc4Cl)nn32)c1 (centres undefined) | 0 | 20* | 80 | -12 | 13 | -2.4 | -12 | 9 | 0 | 61
Cc1ccc(CS(=O)(=O)CCC(=O)NCCN(C)Cc2ccccc2)cc1 | 0 | 2 | 94 | -7 | 6 | -0.1 | -1 | -4 | 8 | 90
Cc1nn(-c2ccccc2)c2c1C(c1ccc([N+](=O)[O-])cc1)N1C(=N2)C(=O)Nc2ccccc21 (centres undefined) | -9 | 14 | 42 | -12 | 4 | -4.7 | 2 | -39 | 17 | 32
CCOc1ccccc1N(C(=O)Nc1cccc(Cl)c1)C1=NC(C)CS1 (centres undefined) | -5 | 3 | 107 | 24 | 0 | -1.0 | 0 | -23 | 8 | 96
CCOC(=O)c1sc(NC(C)=O)nc1-c1ccccc1 | . | 2 | 86 | 26 | 2 | -0.6 | -6 | -35 | 18 | 95
CCn1nnnc1SCC(=O)Nc1cccc(NC(C)=O)c1 | 2 | -1 | 93 | 17 | -16 | -1.8 | -11 | 16 | 1 | 110
CC(C)(C)c1ccc2c(c1)OCC(C(=O)O)O2 (centres undefined) | . | 1 | 85 | -2 | 6 | -1.2 | -15 | -46 | 11 | 95
CS(=O)(=O)c1ccc(Cl)c(NC(=O)COC(=O)CNC(=O)c2ccc(Br)o2)c1 | 0 | 0 | 99 | 2 | 9 | -1.2 | -22 | -29 | 3 | 101
CCOC(=O)C1=C(C)Nc2ncnn2C1c1ccccc1F (centres undefined) | 0 | 3 | 105 | -14 | -11 | -0.6 | -6 | -44 | 9 | 105
COc1ccc(NC(=O)C(CC(=O)O)Cc2ccccc2)cc1 (centres undefined) | -1 | 4 | 104 | -31 | 6 | -0.1 | -5 | -29 | 9 | 108
Cc1cnn(-c2ccc3nnc(-c4ccc(Br)cc4)n3n2)c1 | -2 | 5 | 97 | -26 | 16 | -0.9 | -8 | -42 | 3 | 93
CC1=CCC2C(=O)N(c3cc(C)on3)C(=O)C2C1 (centres undefined) | . | 3 | 92 | -23 | 3 | -0.3 | . | -2 | 8 | 105
COc1ccc(S(=O)(=O)N2CCN(c3ccccc3OC)CC2)cc1OC | -1 | -2 | 84 | -40 | 6 | -3.0 | -7 | -16 | 10 | 84
Cc1ccc(CS(=O)(=O)CCC(=O)N2CCOCC2)cc1 | . | 0 | 94 | 35 | -10 | -1.7 | -17 | -29 | 6 | 100
COc1ccccc1/C=C/C=N/N1CCN(Cc2cccc3ccccc23)CC1 | . | 0 | 82 | -10 | -10 | -0.1 | -13 | -6 | 5 | 82
COc1ccc(OC)c(C2C(C(C)=O)=C(O)C(=O)N2Cc2cccnc2)c1 (centres undefined) | 0 | 4 | 98 | . | 2 | 1.1 | 82* | -27 | 9 | 114
CCC(=O)OC1c2ccccc2C(=O)N1Cc1ccccc1 (centres undefined) | 0 | 3 | 97 | . | 2 | 0.1 | -4 | -12 | 0 | 103
CCCCCOc1ccc(NC(=O)c2cc(SC)ccc2Cl)cc1 | -9 | 9 | 92 | 0 | 2 | 0.7 | 10 | -30 | 6 | 87
CC(C)(C)Nc1nc(SCc2ccccc2)nc(N2CCOCC2)n1 | 0 | -1 | 59 | 5 | -3 | 1.9 | -7 | -41 | 13 | 61
COC(=O)c1[nH]c2ccc(C)cc2c1NC(=O)CN1CCN(c2ccc(F)cc2)CC1 | 0 | 1 | 76 | -28 | -2 | -1.4 | 4 | -43 | 10 | 87
CCCOC(=O)c1ccc(OC(=O)c2ccco2)cc1 | 0 | -1 | 102 | -3 | -2 | 0.6 | -14 | 22 | 2 | 96
CCCC(=O)Nc1ccc(C(=O)NN2C(=O)c3ccccc3C2=O)cc1 | -10 | 1 | 89 | 19 | -8 | 1.2 | 8 | -18 | 9 | 99
CCOc1ccc(CCNC(=O)C2CCC(=O)N2C2CCCCC2)cc1OCC (centres undefined) | . | -1 | 96 | . | 2 | -0.4 | -2 | -52 | 6 | 98
Cc1ccc(S(=O)(=O)Cn2nnnc2CN2CCN(C(=O)c3ccco3)CC2)cc1 | -2 | 0 | 96 | 10 | -14 | -1.4 | -6 | -2 | 13 | 101
Cc1cccc(-c2c3c(=O)n(C)c(=O)n(C)c3cn2CCO)c1 | 1 | 2 | 93 | . | 1 | 0.1 | -2 | -27 | 15 | 95
COc1ccc(-c2cc3ccccc3oc2=O)cc1NC(=O)c1ccc(Br)o1 | 0 | 2 | 74 | 5 | 4 | -2.0 | -15 | -27 | 2 | 67
COc1ccc(-n2c(SCC(=O)N3CCCCC3)nnc2-c2cccnc2)cc1 | 2 | 0 | 103 | 18 | 8 | -2.3 | -1 | -38 | 1 | 103
N#CCN1CCN(CC(=O)Nc2cccc3ccccc23)CC1 | . | -1 | 95 | -2 | 3 | -3.2 | 1 | -41 | 22 | 108
COC(=O)c1ccc2c(=O)n(CCCCCC(=O)NCc3ccccn3)c(=O)[nH]c2c1 | 0 | 2 | 103 | . | -6 | 1.2 | -17 | -18 | 10 | 104
CCOC(=O)/C(C#N)=C/c1ccc(OCC(=O)Nc2ccccc2)c(OC)c1 | 0 | 2 | 101 | . | 11 | -1.3 | -11 | -20 | 20 | 99
Cc1ccc(Cn2c(SCC(=O)NCc3ccco3)nc3ccsc3c2=O)cc1 | 0 | 3 | 80 | . | 14 | -3.4 | -7 | -32 | 21 | 88
Cc1ccc(S(=O)(=O)c2cn(CC(=O)Nc3ccccc3)c3ccc(F)cc3c2=O)cc1 | . | -1 | 83 | 0 | -7 | -3.0 | 5 | -11 | 24 | 64
CCCCCCC(c1c(C)n(C)n(-c2ccccc2)c1=O)c1c(C)n(C)n(-c2ccccc2)c1=O | . | 6 | 63 | 2 | 2 | -3.6 | -6 | -14 | 16 | 64
COC(=O)CSc1nnc(CNC(=O)c2ccccc2OC)n1-c1ccc(OC)cc1 | -1 | 1 | 95 | -29 | 1 | -1.8 | -5 | -17 | 10 | 99
CCOC(=O)C1CCCN(C(=O)CC(c2ccccc2)c2ccccc2)C1 (centres undefined) | . | 1 | 76 | -8 | 3 | -3.8 | . | -15 | 1 | 73
O=S(=O)(/N=C(/Nc1ccccn1)c1ccccc1)c1ccc(Cl)cc1 | . | 6 | 97 | -20 | -6 | -0.8 | -6 | -12 | 8 | 87
COc1cc(OC)cc(C(C(=O)NC2CCCCC2)N(C(=O)c2ccno2)c2ccccc2)c1 (centres undefined) | . | 4 | 88 | -19 | -2 | -3.5 | . | -6 | 13 | 87
COc1cc(-c2nc3ccc4ccccc4c3c3c2CCC3)cc(OC)c1OC | . | 3 | 81 | -11 | 12 | -3.0 | -21 | -34 | 5 | 65
CCOC(=O)Nc1ccc2c(c1)N(C(=O)N1CCN(C)CC1)c1ccccc1S2 | 0 | 3 | 85 | . | 10 | -2.9 | -8 | -10 | 17 | 86
CCN(CCCNC(=O)C1CCCN(S(=O)(=O)c2cnc[nH]2)C1)c1ccccc1 (centres undefined) | 0 | 1 | 96 | . | -14 | -0.3 | -9 | -47 | 9 | 96
CCOC(=O)c1c(C)oc2ccc(OC(=O)COc3c(F)c(F)c(F)c(F)c3F)cc12 | -4 | 2 | 90 | 14 | -10 | -1.1 | 1 | -9 | 13 | 102
Following part
SMILES | Phagocyt inh | NPY-Y2 antag | HCT116 bCat-KO | E-sel TNF inh | GALR2 antag | MRP-1 activ | Yeast lifespan up | BB579 growth dn | Measles CPE | HCT116 PTEN-null
C/C(=N\NC(=O)c1ccc(Cn2cc([N+](=O)[O-])cn2)o1)c1cccc(NC(=O)c2cccnc2)c1 | -2 | 1 | 112 | -10 | 8 | 20* | 3 | -37 | 3 | 102
Cc1cc(-n2c(C)cc(C(=O)CSc3ncnc4ccccc34)c2C)no1 | 1 | 8 | 15 | . | 21 | -3.1 | -22 | -56 | 26 | 20
CCOC(=O)N1CCN(C(=O)C(CC(C)C)NC(=O)C2CCCCC2)CC1 (centres undefined) | -2 | 2 | 94 | -14 | 10 | 0.1 | 0 | 15 | 17 | 104
O=C(O)/C=C/c1cn(-c2ncc(C(F)(F)F)cc2Cl)c2ccccc12 | . | 2 | 105 | 1 | 3 | -1.7 | -16 | -22 | 2 | 98
O=C(C[n+]1cc(-c2ccc(F)cc2)n2c1CCC2)OCc1ccccc1 | -6 | 0 | 98 | 7 | -1 | -0.7 | 4 | -25 | 3 | 103
Cc1cc(C)n(-c2nc3sc4c(c3c(=O)[nH]2)CCCC4)n1 | 1 | 4 | 4.7* | -10 | 16 | -2.0 | -9 | -28 | 6 | 2.6*
O=C1N/C(=C/c2ccc(N3CCOCC3)o2)C(=O)N1c1ccccc1 | 1 | -3 | 70 | . | 55* | -0.2 | 0 | -12 | 9 | 60
CCCn1c(C)cc(C(=O)CSc2nc3nc(C)cc(C)n3n2)c1C | -4 | 1 | 93 | . | 0 | -0.6 | -2 | -34 | 19 | 82
COc1ccc2oc(=O)c(C(=O)N3CCN(c4ccccc4F)CC3)cc2c1 | -2 | 2 | 92 | -36 | 3 | 0.9 | -10 | -83 | . | 107
COc1ccccc1C/C(N)=N/OC(=O)COc1ccccc1C | . | 28* | 94 | -42 | 14 | -1.1 | -28 | -45 | 16 | 100

No enrichment for hits. About 6.1% of those tested had a hit in this group.
